Bioassay records deposited in PubChem BioAssay by several laboratories.
Dyrk1A ADPGlo = rat Dyrk1A kinase inhibitors, primary screen, biochemical, single point, plate reader | Dual specificity tyrosine-phosphorylation-regulated kinase 1A (Rattus norvegicus), Q63470 | ADP-Glo luminescence, NFATc1 peptide | inhibition, % at 12.5 µM | 310,000 tested, 0.43% active | AID 504441, 2011; in the data active = inhibition above about 50%;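 also: plate controls were vehicle with enzyme for no effect and no enzyme for full effect; many of its hits are not listed in these tables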
KCNK3 inh = human KCNK3 channel inhibitors, primary screen, CHO cells, FluxOR thallium flux, B-score | FluxOR fluorescence; active compounds read low | B-score at 10 µM | 340,000 tested, 0.84% active;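 active = B-score under library mean minus 4 SD, starting fluorescence ratio at most library mean plus 5 SD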;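 also: more negative B-score means stronger inhibition of thallium flux through KCNK3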
KCNK9 inh = KCNK9 potassium channel inhibitors, primary screen, HEK293 cells, thallium flux | Potassium channel subfamily K member 9 (Homo sapiens), Q9NPC2 | FluxOR thallium flux fluorescence; active compounds read low | B-score at 10 µM | 310,000 tested, 1.2% active;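 active = ratio B-score over 3 SD below the library mean, with starting fluorescence within 5 SD of its mean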;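 also: negative B-score means less thallium flux so channel inhibition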
PolyA inh = polyadenylation inhibitors in yeast reporter cells, primary screen, luminescence, S. cerevisiae; calls only at 12 µM; S. cerevisiae SKY197-pL101 polyadenylation reporter, beta-gal luminescence; efflux-impaired pdr1/pdr3 knockout yeast; score 100 = 6 SD above DMSO; AID 1875, 2009; 300,000 tested, 0.02% active;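 active = lowest replicate activity score at least 50, where 100 means six control SD above control mean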;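 also: yeast exposed to compound for 9 h at 30 °C; higher score means more reporter readthrough which indicates perturbed polyadenylation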
RGS4 pot = RGS4 potentiators or activators, primary screen, cell-based, HEK293 M3R inducible RGS4, calcium flux. AID 463111, 2010. carbachol calcium flux Fluo4; active compounds read low. B-score at 10 µM. 310,000 tested, 0.92% active;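 active = B-score of the integrated calcium signal more than 4 SD below the library mean, with starting fluorescence not abnormally high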;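 also: negative B-score means reduced calcium response which marks RGS4 activation or potentiation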
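Material: Inducible-RGS4 HEK293 cells carrying M3 receptor; also added: carbachol at ECmax as muscarinic agonist stimulus; incubation: compound preincubation 20 min at room temperature before agonist; signal: Fluo4-AM (2 µM) calcium-flux fluorescence, kinetic read; measure: integrated calcium ratio converted to B score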
GSK3 alpha inh = blockers of GSK3A enzyme activity – biochemical, luminescence, cell-free homogeneous, HTS, primary screen; GSK-3 alpha kinase, ADP-Glo luminescence, 60 min; inhibition, % at 10 µM; 320,000 tested, 0.1% active; AID 2650, 2010;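 in the data active = inhibition above about 50%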;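 also: GST-tagged GSK-3 alpha with peptide substrate and 25 µM ATP; 0% = DMSO neutral wells and 100% = GW8510 positive control wells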
hERG protect = hERG rescue from dofetilide block, primary screen, cell-based, CHO-hERG, FluxOR thallium flux, dofetilide IC70; activation (rescue from dofetilide block), less the hit threshold, % at 10 µM; AID 1511, 2009; dofetilide IC70 present; 310,000 tested, 0.51% active; Voltage-gated inwardly rectifying potassium channel KCNH2 (Homo sapiens), Q12809;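 active = activation above the mean of controls blocked by dofetilide plus 5 SD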;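 also: thallium influx through hERG after potassium depolarization seen as dye fluorescence rise; in these data hits start at about 4.7%; inactives centre near -7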
GSK3B inh = human GSK3beta kinase inhibitors, primary screen, biochemical, cell-free homogeneous, HTS; Glycogen synthase kinase-3 beta (Homo sapiens), P49841; GST-GSK3beta kinase, ADP-Glo luminescence, 60 min; active compounds read low; activity score (negative = inhibition), % at 10 µM; 300,000 tested, 0.038% active; AID 2097, 2009;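 active = more than half of replicate wells score below -50%, meaning over 50% inhibition versus plate controls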;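 also: 0% = median DMSO wells and -100% = median GW8510 positive control wells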
Target sequence (P49841 whole entry, looked up): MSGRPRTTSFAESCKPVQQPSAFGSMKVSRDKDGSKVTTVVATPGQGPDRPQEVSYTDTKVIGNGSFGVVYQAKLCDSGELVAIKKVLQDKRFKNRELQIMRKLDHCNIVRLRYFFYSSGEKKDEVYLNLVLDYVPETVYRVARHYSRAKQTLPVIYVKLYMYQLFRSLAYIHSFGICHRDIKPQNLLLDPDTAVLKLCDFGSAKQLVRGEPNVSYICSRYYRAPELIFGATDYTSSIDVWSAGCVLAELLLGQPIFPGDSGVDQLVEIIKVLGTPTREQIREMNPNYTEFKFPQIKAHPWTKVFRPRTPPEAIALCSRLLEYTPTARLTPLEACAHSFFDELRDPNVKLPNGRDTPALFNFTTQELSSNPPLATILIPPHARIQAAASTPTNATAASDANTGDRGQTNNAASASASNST
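Test system: GST-fused GSK3beta enzyme, cell-free | Quantity: 1.6 ng GST-GSK3beta enzyme per well | Reagent: 25 µM ATP with peptide substrate | Schedule: 60 min enzyme reaction, room temperature | Signal: Luminescent ADP-Glo measurement of ADP formed | Read-out basis: Score relative to plate controls | Control set: DMSO and 20 µM GW8510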
RGS4 inh = RGS4 inhibitors, primary screen, cell-based, HEK293 M3R inducible RGS4, calcium flux; Regulator of G-protein signaling 4 (Homo sapiens), P49798; 310,000 tested, 0.45% active; Fluo-4 calcium flux; active compounds read high; triggered by carbachol at its EC20; B-score at 10 µM;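 active = B-score, a plate-corrected calcium signal, over three deviations above library mean, with baseline fluorescence within five deviations of library mean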;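 also: RGS4 expression induced by doxycycline in cells with stable M3 receptor; B-score is computed from the integrated fluorescence ratio over baseline after carbachol; higher B-score means a larger calcium signal and so more RGS4 inhibition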
KCNQ1 block = inhibitors of human KCNQ1 channel, primary screen, cell-based, thallium flux, high-throughput; B-score at 10 µM; 310,000 tested, 1.3% active; CHO-K1 KCNQ1, FluxOR thallium flux fluorescence; active compounds read high; Potassium voltage-gated channel subfamily KQT member 1 (Homo sapiens), P51787;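 active = compounds whose thallium flux B-score, printed positive for inhibition, exceeds three library SD while starting fluorescence stays within three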;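 also: channel opened by potassium depolarization with thallium stimulus after 20 min compound exposure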
Target sequence (P51787 whole entry, looked up): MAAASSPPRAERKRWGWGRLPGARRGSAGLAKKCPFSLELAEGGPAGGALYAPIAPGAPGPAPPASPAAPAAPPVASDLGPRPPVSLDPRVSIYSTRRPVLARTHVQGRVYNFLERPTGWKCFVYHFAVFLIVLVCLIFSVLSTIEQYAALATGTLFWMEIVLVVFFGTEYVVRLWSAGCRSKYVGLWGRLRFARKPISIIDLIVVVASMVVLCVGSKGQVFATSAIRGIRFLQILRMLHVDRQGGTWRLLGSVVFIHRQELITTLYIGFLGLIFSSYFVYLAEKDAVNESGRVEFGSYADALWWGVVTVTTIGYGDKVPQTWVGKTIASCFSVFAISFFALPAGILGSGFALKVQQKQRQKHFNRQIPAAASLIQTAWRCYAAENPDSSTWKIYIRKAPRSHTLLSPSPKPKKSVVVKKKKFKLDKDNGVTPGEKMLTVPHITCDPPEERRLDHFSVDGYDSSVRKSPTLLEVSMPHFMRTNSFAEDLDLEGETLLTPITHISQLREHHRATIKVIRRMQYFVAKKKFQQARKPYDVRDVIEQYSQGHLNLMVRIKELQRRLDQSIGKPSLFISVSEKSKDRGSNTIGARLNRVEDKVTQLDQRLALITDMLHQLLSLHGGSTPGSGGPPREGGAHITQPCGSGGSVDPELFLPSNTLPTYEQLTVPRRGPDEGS
KCNQ1 act = potentiators or activators of KCNQ1 channel, primary screen, cell-based, thallium flux, high-throughput; 310,000 tested, 0.35% active; CHO-K1 KCNQ1, thallium flux FluxOR fluorescence; active compounds read high; B-score at 10 µM;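 active = fluorescence ratio B-score, a plate-corrected score, at least three library SD, with initial intensity B-score within 5 SD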
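assay system = KCNQ1-transfected CHO-K1 cells | medium = assay buffer with matched DMSO | probe or stimulus = depolarizing K+/Tl+ stimulus, K2SO4 and Tl2SO4 each 12.5 mM in 5x stock | dosing = single dose | incubation = dye 90 min, compound 20 min, room temperature | detection = kinetic FluxOR fluorescence, 10 s baseline plus 110 s post-stimulus | evaluation = ratio B score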
The depositor's hits bear a star; i = inactive; · = no result given.

SMILES | Dyrk1A ADPGlo | KCNK3 inh | KCNK9 inh | PolyA inh | RGS4 pot | GSK3 alpha inh | hERG protect | GSK3B inh | RGS4 inh | KCNQ1 block | KCNQ1 act
O=C(NC(=S)Nc1ccc(S(=O)(=O)Nc2nccs2)cc1)c1ccccc1F | 0.7 | i | i | i | i | -2.2 | -2.7 | -2.5 | i | i | i
CS(=O)(=O)N1CCC(C(=O)N2CCN(C(c3ccccc3)c3ccccc3)CC2)CC1 | 1.6 | i | i | i | i | 4.2 | -11.3 | -0.2 | i | i | i
Cc1cccc(-n2c(C)cc(/C=N/NC(=O)c3cccc([N+](=O)[O-])c3C)c2C)c1 | 4.5 | i | i | i | i | 4.9 | -1.8 | 3.0 | i | i | i
COc1ccc(-n2ccc(-c3nn(-c4cccc(C(F)(F)F)c4)ccc3=O)n2)cc1 | 50.6* | i | i | i | i | · | -14.2 | -5.3 | i | i | i
CC1CCCc2sc3nc(N4CCN(CCO)CC4)n4ncnc4c3c21 (stereo not drawn) | 24.6 | i | i | i | i | 4.9 | -14.3 | -1.9 | i | i | i
CC(C#N)Sc1nc2ccccc2c(=O)n1-c1ccccc1 (stereo not drawn) | 2.2 | i | i | i | i | -0.6 | -4.0 | 0.7 | i | i | i
NNC(=O)c1ccc(COc2ccc3ccccc3c2)o1 | 10.6 | i | i | i | i | 2.8 | -1.3 | 3.3 | i | i | i
CCCCOc1ccc(C(=O)N/C(=C\c2cccc([N+](=O)[O-])c2)C(=O)OCc2ccco2)cc1 | 5.4 | i | i | · | i | -2.9 | -3.8 | 3.1 | i | i | i
CC(C)/C=N/Nc1nc2c(c(=O)n(C)c(=O)n2C)n1C | 6.3 | i | i | i | i | 0.6 | 1.5 | 4.6 | i | i | i
CC(C)=C(NC(=O)c1ccccc1)C(=O)N1CCOCC1 | -1.4 | i | i | i | i | -1.8 | 2.6 | -0.4 | i | i | i
O=C(c1cc(N2C(=O)C3C4CCC(C4)C3C2=O)ccc1Cl)N1CCN(c2ccccc2)CC1 (stereo not drawn) | 2.0 | i | i | i | i | -1.9 | -8.9 | 1.6 | i | i | i
COc1ccc(C(=O)N2c3ccccc3C(=O)OC2c2ccc3c(c2)OCO3)cc1 (stereo not drawn) | 1.5 | i | i | i | i | -2.6 | -6.4 | 0.2 | i | i | i
CCC1CN(C(=O)NCc2ccc(C)cc2)c2cc(Cl)ccc2O1 (stereo not drawn) | 0.6 | i | i | i | i | -1.6 | -6.4 | 0.7 | i | i | i
CCN(C(=O)CN1C(=O)c2ccc([N+](=O)[O-])cc2C1=O)C1CCS(=O)(=O)C1 (stereo not drawn) | -4.1 | i | i | i | i | -1.8 | -10.9 | 0.2 | i | i | i
CC(=O)Nc1ccc(NC(=O)CCC(=O)NCCO)cc1 | 2.6 | i | i | i | i | -1.5 | -7.1 | -1.7 | i | i | i
CC[C@@H](C)[C@@H](C(=O)N1CCN(C(=O)OC(C)(C)C)CC1)n1cc(CCCN=C(NC(=O)OC(C)(C)C)NC(=O)OC(C)(C)C)nn1 | 5.1 | i | i | i | i | -2.2 | -6.1 | -0.2 | i | i | i
Cn1c(=O)c2cc(S(=O)(=O)NCCC(=O)NCCC3=CCCCC3)ccc2n(C)c1=O | 7.5 | i | i | i | i | 0.0 | -6.9 | 1.8 | i | i | i
Cc1ccnc(N2CCC(C(=O)Nc3ccc4c(c3)OCCO4)CC2)n1 | -2.3 | i | i | i | i | 0.2 | -22.4 | 0.8 | i | i | i
CCN(C(=S)Nc1ccc(OC(F)F)cc1)C1CCCCC1 | -2.6 | i | i | i | i | -3.4 | -5.5 | 0.6 | i | i | i
O=C(O)c1cc(Cl)ccc1NC(=O)C1CCCO1 (stereo not drawn) | 1.9 | i | i | i | i | -6.1 | -1.3 | 5.1 | i | i | i
O=C(Nc1nc2ccc(Cl)cc2s1)c1ccc(Br)o1 | -4.0 | i | i | i | i | 3.4 | -4.6 | 0.2 | i | i | i
CNc1sc(C(=O)c2ccc(F)cc2)c(N)c1-c1nc2ccccc2s1 | -6.2 | i | i | i | i | 4.2 | -15.9 | -0.5 | i | i | i
O=C(N1CCN(c2ccccc2)CC1)C1(S(=O)(=O)c2ccc(Cl)cc2)CC1 | 1.8 | i | i | i | i | -1.6 | -14.0 | -0.5 | i | i | i
O=C(Nc1ccc(N2CCOCC2)cc1N1CCOCC1)c1ccco1 | -1.6 | i | i | i | i | -0.1 | -6.1 | 2.0 | i | i | i
Cc1ccccc1NC(=O)c1ccc(CSc2ncccn2)cc1 | -9.2 | i | i | i | i | -3.7 | -10.6 | 1.5 | i | i | i
O=C(O)C1CC=C(Cl)CC1C(=O)NCc1ccccc1 (stereo not drawn) | -2.0 | i | i | i | i | -2.4 | -18.7 | 0.7 | i | i | i
COc1ccccc1-n1cnc2cc(NC(=O)c3ccco3)ccc21 | 2.6 | i | i | i | i | -1.8 | -7.7 | 3.2 | i | i | i
COc1cc(C2Nc3ccc4ncccc4c3C3=C2C(=O)CCC3)cc(OC)c1O (stereo not drawn) | 5.8 | i | i | i | i | -0.6 | -9.0 | 0.2 | i | i | i
CC1(C)Cc2c(c(=S)nc(-c3ccccc3)n2CCN2CCOCC2)CO1 | -0.9 | i | i | i | i | -4.1 | -9.5 | 3.0 | i | i | i
COc1ccc(CCNC2=C(Cl)C(=O)N(CCc3ccc(OC)c(OC)c3)C2=O)cc1OC | -0.9 | i | i | i | i | 5.4 | -6.9 | -2.2 | i | i | i
O=S(=O)(c1ccc2ccccc2c1)N1CCN(S(=O)(=O)N2CCCCC2)CC1 | 1.8 | i | i | i | i | -5.7 | -7.8 | 2.9 | i | i | i
Nc1nc(C2CCOCC2)cs1 | 6.1 | i | i | i | i | -2.9 | -9.6 | 2.9 | i | i | i
COc1ccc(C(=O)n2cnc3ccccc32)cc1Br | -1.7 | i | i | i | i | 0.3 | -7.2 | 3.4 | i | i | i
CC(C)(C)NCC(=O)N/N=C/c1ccc(OCc2ccccc2)cc1 | -17.3 | i | i | i | i | -5.9 | -20.1 | -0.1 | i | i | i
O=C(NC1CCCCC1)N(Cc1nc2ccccc2c(=O)[nH]1)C1CCCCC1 | 1.8 | i | i | i | i | -0.4 | -5.1 | 5.1 | i | i | i
CC(C)c1nc(CNC(=O)CC2C(=O)NCCN2Cc2cccc(F)c2F)cs1 (stereo not drawn) | -2.5 | i | i | i | i | -1.1 | -10.9 | 0.9 | i | i | i
CCCCCOC(=O)CSc1nnc(-c2cc(OC)c(OC)c(OC)c2)o1 | 3.6 | i | i | i | i | -0.5 | -10.7 | 4.8 | i | i | i
N/C(=N\OC(=O)c1cccc2ccccc12)c1cccc([N+](=O)[O-])c1 | -4.1 | i | i | i | i | -1.7 | -4.4 | 3.6 | i | i | i
O=C(NN=C1CCCC1)c1[nH]c2ccc(Cl)cc2c1-c1ccccc1 | · | i | i | i | i | -0.6 | -10.3 | -3.6 | 11.4* | 6* | i
O=c1[nH]cnc2nc(-c3ccccc3)c(-c3ccccc3)nc12 | -8.9 | i | i | i | i | 4.6 | -4.5 | -1.4 | i | i | i
COc1ccccc1-n1c(C)nnc1SCC(N)=O | 2.4 | i | i | i | i | -1.8 | -12.0 | -0.2 | i | i | i
COc1ccc(CNS(=O)(=O)NCc2ccc(OC)c(OC)c2)cc1OC | -3.9 | i | i | i | i | 0.4 | -7.5 | -2.7 | i | i | i
CC(C)C(OC(=O)Cn1nnc2ccccc21)C(=O)NC1CCCC1 (stereo not drawn) | 4.2 | i | i | i | i | -0.3 | -5.1 | 2.8 | i | i | i
O=c1[nH]c(SCc2nc3ccccc3c(=O)n2-c2ccccc2)nc2ccccc12 | -2.4 | i | i | i | i | 2.4 | -3.8 | -2.4 | i | i | i
Cc1cccc(NC(=S)N(Cc2cccs2)Cc2cc3cc(C)ccc3[nH]c2=O)c1 | 0.6 | i | i | i | i | -0.8 | -10.3 | 2.6 | i | i | i
O=C(c1ccccc1)c1ccc(OCCCN2CCCCC2)cc1 | 2.1 | i | i | i | -7.17* | 5.2 | -6.6 | · | i | i | i
COCCNC(=O)C(c1ccc(C)o1)N(C(=O)c1snc(C(N)=O)c1N)c1ccc(C)c(C)c1 (stereo not drawn) | · | i | i | i | i | -2.8 | -12.6 | 2.9 | i | i | i
O=C(NCC1CCCO1)C(c1cccs1)N(C(=O)c1ccc(CN2CCOCC2)o1)c1ccc(Cl)cc1 (stereo not drawn) | -2.9 | i | i | i | i | -1.4 | -10.9 | -0.3 | i | i | i
COc1ccc(NC(=O)c2cccc(Oc3ccccc3)c2)cn1 | 0.6 | i | i | i | i | 0.5 | -10.8 | -0.9 | i | i | i
CCCN(CC(=O)Nc1cc(Cl)ccc1Cl)C(=O)CN1C(=O)C2CCCCC2C1=O (stereo not drawn) | -1.2 | i | i | i | i | -3.7 | -11.3 | -0.6 | i | i | i
Cc1ccc(N=Nc2ccc(O)c3ncccc23)cc1 | 2.7 | i | i | i | i | 0.6 | 19.8* | -1.6 | i | i | 16*
O=C(Nc1ccc(S(=O)(=O)N2CCCCCC2)cc1)c1ccc(Br)o1 | -1.3 | i | i | i | i | 1.5 | -16.5 | -1.4 | i | i | i
COc1ccc(-c2nc3c(c(=O)[nH]c(=O)n3Cc3ccccc3)n2C)cc1 | -3.2 | i | i | i | i | -3.2 | -2.8 | -1.6 | i | i | i
CCCCCn1c(N)c(-c2nc3ccccc3o2)c2c([N+](=O)[O-])nn(C)c(=O)c21 | -2.9 | i | i | i | i | -2.7 | -7.9 | 1.1 | i | i | i

Not all compounds are listed; rates above refer to the full screens.
